SIRT5 block – inhibitors of human sirtuin-5 desuccinylase | Purified SirT5, succinyl-peptide AMC, trypsin-coupled fluorescence | Q9NXA8 | 330,000 compounds, 1.1% hits | inhibition, % at 15 µM | AID 652115; in the data active = inhibition above about 15%; inconclusive = no clear call, values can overlap the other calls
Target sequence (Q9NXA8 whole entry, looked up): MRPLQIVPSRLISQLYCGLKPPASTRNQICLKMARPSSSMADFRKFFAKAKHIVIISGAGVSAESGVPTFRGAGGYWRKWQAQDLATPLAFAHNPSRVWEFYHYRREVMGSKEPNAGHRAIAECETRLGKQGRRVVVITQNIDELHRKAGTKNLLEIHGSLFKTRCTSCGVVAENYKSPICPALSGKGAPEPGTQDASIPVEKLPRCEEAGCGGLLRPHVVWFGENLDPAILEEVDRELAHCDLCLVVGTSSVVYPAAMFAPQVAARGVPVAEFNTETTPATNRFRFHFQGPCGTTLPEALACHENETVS
PAX8 inh HTS – PAX8 transcriptional activity inhibition; 360,000 compounds, 1.2% hits; AID 652154; RMG-I TPO-luciferase reporter, SteadyGlo, 24 h; inhibition, % at 12.6 µM;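 active = mean replicate inhibition at least 60% with every replicate also reaching 60%; inconclusive = only one of the two criteria is met; inactive = mean below 60% and not all replicates reaching 60%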;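 also: luciferase light reporting Pax8 driven TPO promoter activity; plate controls were median of neutral control wells for no effect and mitoxantrone controls for full effect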
LGR2 inh – Drosophila LGR2 receptor signaling inhibition; HEK293 LGR2, CRE-luciferase, bursicon-stimulated, 4 h; inhibition, % at 9.99 µM; 380,000 compounds, 0.35% hits;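 active = drop in luminescence signal, shown as inhibition above about 50% in the replicate tests, limit read from the data, passing the limit was not always enough; inconclusive = probably only some replicates passing the limit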;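 also: agonist challenge used bursicon conditioned medium at about half maximal strength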
EWS-Fli inh – inhibitors of EWS/Fli oncoprotein transcriptional activity; A673 NR0B1-luciferase reporter, viability-normalised; inhibition, % at 12.6 µM; 350,000 compounds, 0.67% hits;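 active = mean inhibition of at least 50% after viability correction, with every replicate also passing that limit; inconclusive = mean reaches 50% but only one of two replicates passes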;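 also: firefly luciferase signal divided by Alamar Blue viability fluorescence both relative to DMSO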
CASP6 VEID inh – inhibitors of human caspase-6 | 350,000 compounds, 0.53% hits | inhibition, % at 12.5 µM | P55212 | purified caspase-6, Z-VEID-R110 cleavage fluorescence;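 active = mean inhibition across replicates at least about 35%, with every replicate also reaching that limit, limit read from the data; inconclusive = only one of the two criteria met; inactive = neither criterion met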;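 also: 0% = median of neutral control wells and 100% = no fluorescence left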
Target sequence (P55212 24-179 limits assumed): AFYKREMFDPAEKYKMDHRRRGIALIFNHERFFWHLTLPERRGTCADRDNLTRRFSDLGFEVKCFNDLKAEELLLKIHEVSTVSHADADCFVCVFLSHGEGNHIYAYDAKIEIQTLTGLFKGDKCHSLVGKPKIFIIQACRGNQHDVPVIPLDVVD
Target sequence (P55212 194-293 limits assumed): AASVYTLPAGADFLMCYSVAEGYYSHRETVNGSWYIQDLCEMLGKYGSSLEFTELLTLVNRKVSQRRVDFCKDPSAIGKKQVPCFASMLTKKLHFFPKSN
ARNT-TACC3 inh – disruptors of human ARNT/TACC3 interaction. AlphaScreen His-ARNT PAS-B/GST-TACC3 binding, luminescence; TACC3 fragment carries E629A point mutation. inhibition, % at 9.99 µM. 390,000 compounds, 0.66% hits;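 active = mean inhibition of replicates at least 50% and at least half of replicates each reaching 50%; inconclusive = half or more replicates reach 50% but mean below 50%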;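 also: 0% = complete ARNT plus TACC3 wells and 100% = ARNT alone without TACC3; many hits fall short of the cut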
DENV2 CPE rescue – DENV2-induced cell death inhibition; DENV2-infected cells, cytopathic effect rescue, plate reader; CPE inhibition, % at 9.99 µM; 350,000 compounds, 1.7% hits; in the data active = CPE inhibition above about 20%, passing the limit was not always enough; inconclusive = no clear call, values can overlap the other calls; tested in BHK-21 cells;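 also: 0% = median of neutral control wells and 100% = median of positive control wells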
* marks the source's active call; other numbers are inactive results; ? = inconclusive; . = not tested or not shown.

entry | SMILES | SIRT5 block | PAX8 inh HTS | LGR2 inh | EWS-Fli inh | CASP6 VEID inh | ARNT-TACC3 inh | DENV2 CPE rescue
1 | C=C1c2cccc(OC)c2O[C@H](C(=O)OCC)[C@@H]1CC(CC)CCCC (some centres not stated) | 0 | -15 | 8 | -8 | 2 | -10 | 2
2 | c1nnc(NCNc2nncs2)s1 | -2 | -10 | 1 | -1 | -2 | . | -3
3 | Cc1ccc(S(=O)(=O)Nc2ccc3c(c2)CC(=O)N([C@H](C)CO)C[C@H](C)[C@H](CN(C)Cc2ccc(C(=O)O)cc2)O3)cc1 | . | 0 | -34 | -6 | . | . | .
4 | CC(C)(C)C(=O)Nc1nnc(-c2ccccc2)c(-c2ccccc2)n1 | 3 | 8 | -6 | 4 | -1 | 21 | -1
5 | CCC(=O)N1CC2(C1)CN(C(C)=O)[C@@H](CO)c1[nH]c3cc(OC)ccc3c12 | . | . | -1 | -4 | . | . | 11
6 | COc1ccc(/C(O)=C2/C(=O)C(=O)N(c3ncccn3)C2c2ccc(C(C)(C)C)cc2)cc1 (configuration not stated) | 3 | -17 | 6 | 12 | 0 | . | .
7 | COC(=O)CCC(=O)OC1(C)C(=O)C=C2C=C(C3CC3)N(C3CC3)C=C2C1=O (configuration not stated) | . | 24 | 3 | -7 | 31 | 28 | -1
8 | C=C(C)COc1ccc(-c2ncncc2-c2ccc(OC)cc2)c(O)c1 | 25* | 24 | -4 | -1 | 3 | 1 | 2
9 | Cc1ccc(S(=O)(=O)Nc2cccc(Cl)c2)cc1NC(=O)C1CC1 | -3 | -3 | 17 | -6 | 1 | -14 | 6
10 | COc1cccc(C(=O)Nc2ccc3c(c2)C(=O)N(C)C[C@@H](OC)[C@@H](C)CN(CCc2ccccc2)[C@@H](C)CO3)c1 | 15* | 6 | 5 | 2 | . | 5 | 5
11 | Cc1c(NC(=O)C(C)OC(=O)CCOc2ccccc2)c(=O)n(-c2ccccc2)n1C (configuration not stated) | 9 | 3 | 1 | 9 | 2 | -2 | -13
12 | CC(NC(=O)COC(=O)C1=COCCO1)C12CC3CC(CC(C3)C1)C2 (configuration not stated) | -1 | -11 | 2 | 3 | 0 | 3 | -5
13 | CS(=O)(=O)N1CC(=O)N2[C@H](CO)[C@H](c3ccc(Br)cc3)[C@@H]2C1 | -2 | -26 | 0 | -3 | -1 | . | 6
14 | CCC(=O)N1CC2(CCN(Cc3ccc(F)cc3)CC2)c2c(n(C)c3cc(OC)ccc23)[C@H]1CO | . | . | -12 | -4 | . | . | -4
15 | O=C(NCCCN1CCCC1=O)C(=O)NCC1OCCCN1S(=O)(=O)c1cc(F)ccc1F (configuration not stated) | 1 | -8 | 12 | . | -5 | -1 | 3

Next section (two carried over from the part before).
entry | SMILES | SIRT5 block | PAX8 inh HTS | LGR2 inh | EWS-Fli inh | CASP6 VEID inh | ARNT-TACC3 inh | DENV2 CPE rescue
14 | CCC(=O)N1CC2(CCN(Cc3ccc(F)cc3)CC2)c2c(n(C)c3cc(OC)ccc23)[C@H]1CO | . | . | -12 | -4 | . | . | -4
15 | O=C(NCCCN1CCCC1=O)C(=O)NCC1OCCCN1S(=O)(=O)c1cc(F)ccc1F (configuration not stated) | 1 | -8 | 12 | . | -5 | -1 | 3
16 | Cc1cccc(C(=O)NC(=S)N2CCN(c3ccc([N+](=O)[O-])cc3)CC2)c1 | -5 | 1 | -5 | 5 | 3 | -18 | 3
17 | Cc1ccc(C)c(S(=O)(=O)N2CCCOC2CNC(=O)C(=O)NC2CCCCC2)c1 (configuration not stated) | -3 | . | 6 | . | 0 | 2 | 2
18 | COc1ccc2c(c1)c(=O)c(C(=O)O)c(-c1ccc3c(c1)OCO3)n2C | -1 | 30 | 7 | -4 | -2 | 1 | .
19 | CC(=O)c1ccc(OCC(O)CN2CCN(S(=O)(=O)c3cccc(Br)c3)CC2)cc1 (configuration not stated) | 2 | 9 | -21 | 7 | -3 | 1 | 0
20 | Cc1ccc(S(=O)(=O)Nc2ccc3c(c2)C(=O)N([C@H](C)CO)C[C@@H](C)[C@@H](CN(C)S(=O)(=O)c2ccccc2)OCCCC[C@H](C)O3)cc1 | 13 | 23 | 6 | 2 | 2 | -5 | -9
21 | COc1cc(NS(=O)(=O)c2ccc(NC(=O)c3cccnc3)cc2)ncn1 | 0 | 8 | 9 | . | 0 | -3 | -3
22 | CCCCCc1c(C)nc(N2CCN(Cc3ccc4c(c3)OCO4)CC2)[nH]c1=O | -1 | 12 | 8 | 6 | -2 | -18 | 3
23 | COc1ccc(NC(=O)C(Cc2cc(C)cc(C)c2)C(C)C(=O)O)cc1 (configuration not stated) | -3 | 10 | 8 | 15 | -2 | -13 | -4
24 | COc1cccc(NC(=O)N(C)C[C@H]2Oc3cc(C#Cc4ccc(F)cc4)ccc3S(=O)(=O)N([C@H](C)CO)C[C@H]2C)c1 | -4 | . | 19 | 27 | 4 | -3 | -18
25 | O=C(Nc1ccc(NC(=O)c2ccc(Cl)cc2Cl)cc1)c1cccs1 | 0 | 2 | 11 | -17 | 2 | 0 | -1
26 | CO[C@@H]1CN(C)C(=O)c2ccc(NC(=O)Nc3ccc4c(c3)OCO4)cc2OC[C@@H](C)N(C(C)=O)C[C@H]1C | . | -99 | -19 | -78 | 0 | 12 | 9
27 | CCN(C(=O)COC(=O)c1ccc(Cl)cc1N)C1CCCCC1 | -7 | 8 | 17 | 13 | -1 | -42 | 15
28 | C[C@@H]1CCCCO[C@H](CN(C)C(=O)Nc2ccc(F)cc2)[C@@H](C)CN([C@H](C)CO)C(=O)c2cc(NC(=O)c3ccncc3)ccc2O1 | -1 | -17 | 4 | 0 | 1 | 1 | 4
29 | CC(C)C#Cc1ccc([C@H]2[C@H](C#N)N(C(=O)C3CC3)[C@H]2CO)cc1 | 2 | -1 | -4 | -10 | 0 | -3 | -2
30 | CCCNC(=O)Nc1ccc2c(c1)OC[C@H](C)N(C)C[C@@H](C)[C@@H](OC)CN(C)C2=O | -5 | 0 | 1 | 4 | 1 | -6 | 20
31 | C=CCC[C@@H](Cc1ccc(F)cc1)C(=O)OC[C@@H](C)NC(=O)[C@@H](CC=C)CC(=O)N[C@H](CO)Cc1ccccc1 | 8 | 15 | 14 | 11 | -4 | 4 | 8
32 | Cc1nc(-c2cccc3ccccc23)ccc1C(=O)O | . | -1 | 28 | . | . | -10 | .
33 | CCCNC(=O)CN1CCN(c2cc3ccccc3c(Cl)n2)CC1 | 3 | 14 | -12 | 3 | 13 | 6 | 2
34 | CC=Cc1ccc2n(c1=O)C[C@H]1[C@H](CO)[C@@H](C(=O)N3CCC(Cc4ccccc4)CC3)N(C)[C@@H]21 (mixture of isomers) | . | . | 2 | -4 | . | -3 | .
35 | Cn1ncc(N2CCN(S(=O)(=O)c3ccc(Br)cc3)CC2)c(Cl)c1=O | -1 | -13 | . | 9 | 1 | -14 | -1
36 | CC(c1ccccc1)N1C(=O)C2C3C=CC(C4CC34)C2C1=O (configuration not stated) | 1 | 0 | 1 | -30 | 1 | . | 8
37 | O=S1(=O)N[C@@H](Cc2ccccc2)COc2cccc(N3CCCCC3)c21 | 0 | -12 | -2 | 13 | -3 | . | 3
38 | COc1cccc(NC(=O)N(C)C[C@@H]2Oc3cc(C#CC4(O)CCCC4)ccc3S(=O)(=O)N([C@@H](C)CO)C[C@H]2C)c1 | 0 | 1 | -8 | 3 | -5 | 1 | -8
39 | O=C(C[C@@H]1CC[C@@H](NC(=O)Nc2ccc(C(F)(F)F)cc2)[C@@H](CO)O1)NCc1ccccn1 | -3 | 12 | -2 | -8 | 2 | -8 | 3
40 | O=C(O)c1cccc(N/N=C/c2cccnc2)c1 | 6 | 6 | 35 | 3 | . | 2 | -1
41 | Cc1ccc(CNC(=O)/C=C/[C@H]2O[C@@H](n3cc(C)c(=O)[nH]c3=O)C[C@@H]2O)o1 | -1 | 12 | -18 | 6 | -1 | . | 11
42 | CN1C(=O)c2cc(NC(=O)C3CCOCC3)ccc2OC[C@@H]2O[C@H](CC(=O)NC3CCCC3)CC[C@@H]21 | -2 | -18 | 6 | 4 | -5 | 3 | 1
43 | CCCCc1ccc(NC(=S)NCCc2ccc(F)cc2)cc1 | 0 | 0 | 20 | 4 | -1 | 9 | 2
44 | O=C(CSc1nnc(NC(=O)c2ccccc2)s1)NC1CCCC1 | -3 | -21 | -15 | -6 | 0 | 9 | 1
45 | COc1ccc(OCCNS(=O)(=O)Cc2ccccc2)cc1 | -3 | 7 | 4 | -1 | -1 | -5 | 7
46 | COc1ccc(S(=O)(=O)N(C)c2ccc(C(=O)N3CCCCC3)cc2)cc1 | 0 | 9 | 17 | 2 | 9 | -5 | 9
47 | C[C@H](O)C#Cc1cnc2c(c1)C(=O)N([C@@H](C)CO)C[C@@H](C)[C@H](CN(C)Cc1ccccn1)O2 | 2 | . | -21 | -9 | -1 | 9 | 4
48 | COC(=O)c1ccc2nc(-c3ccccc3)c(Cc3cccc(F)c3)n2c1 | 1 | -46 | -32 | 11 | 1 | . | -2
49 | CCCCCCCCCC(=O)OCC(O)CO (configuration not stated) | -7 | 6 | . | -1 | -4 | -1 | -11
50 | Nc1c(C=C2C=CC(=O)C=C2)c(=O)nc2sc(CC(=O)N3CCCCC3)nn12 | 40* | -8 | -4 | . | 27 | 0 | 4
51 | C=CCn1c(SCc2ccc(C(=O)Nc3nccs3)cc2)nnc1-c1ccc(C)c(Cl)c1 | . | 34 | 30 | . | . | 3 | .
52 | CNC(=O)C[C@@H]1CC[C@H]2[C@H](COc3ccc(NC(=O)Nc4ccc(Cl)cc4)cc3C(=O)N2C)O1 | -3 | 11 | 6 | -3 | 1 | 0 | -9
53 | CCOC(=O)c1cnn(C)c1NC(=O)c1ccc([N+](=O)[O-])cc1 | 0 | 5 | -5 | -5 | -1 | 2 | 1
54 | Cc1ccc(/C=C(\NC(=O)c2ccccc2)C(=O)NC2CCN(Cc3ccccc3)CC2)o1 | -1 | . | 11 | -1 | -4 | -7 | -2
55 | Cc1nccn1CC(=O)N/N=C/c1cc(Br)cs1 | -6 | -12 | 6 | -2 | -2 | 3 | ?
56 | C[C@@H]1CN([C@@H](C)CO)C(=O)Cc2cc(NS(=O)(=O)c3ccc(Cl)cc3)ccc2O[C@H]1CN(C)C(=O)Nc1cccc2ccccc12 | 2 | . | 14 | 6 | -1 | -3 | 15
57 | CC(=O)Nc1ccc2nc(NC(=O)CS(=O)(=O)c3ccccc3)sc2c1 | 0 | -8 | 0 | -13 | 2 | 20 | 1
58 | NS(=O)(=O)c1ccc(CCNC(=O)C2CCCO2)cc1 (configuration not stated) | -2 | -10 | . | 3 | 1 | 0 | 8
59 | O=[N+]([O-])c1cccc(C=NNc2ccc3ccccc3n2)c1O | 0 | -94 | 81* | 28 | 2 | 72* | 5
60 | COC(=O)c1sc(-c2ccccc2)cc1NC(=O)c1ccc(OC)cc1 | -4 | 1 | -10 | 8 | -2 | . | 3
61 | CC(=O)N1CC2(NC(=O)c3ccccc3N2)c2ccccc21 (configuration not stated) | 5 | 15 | -28 | -2 | -3 | -2 | -1
62 | O=C(C[C@@H]1C[C@@H]2c3cc(NC(=O)CC4CC4)ccc3O[C@@H]2[C@H](CO)O1)NCCN1CCCCC1 | -1 | -18 | 18 | -3 | 0 | 0 | -3
63 | Cc1ccc2c(c1)-c1c(cnn1CC(=O)Nc1ccccc1N1CCN(C)CC1)CO2 | -1 | . | 3 | -1 | 2 | 1 | 1
64 | N#CCC(=O)Nc1ccc(C(=O)Nc2cccc(S(=O)(=O)N3CCCC3)c2)cc1 | . | -2 | 5 | 5 | 1 | . | 1
65 | COc1ccc2c3c([nH]c2c1)[C@H](CO)N(C(=O)Cc1ccccc1)CC31CCN(C)CC1 | 0 | . | -9 | -9 | -3 | . | 6
66 | CN(CCOc1ccc(Cl)cc1)C(=O)CNS(=O)(=O)c1ccc(N(C)C)c([N+](=O)[O-])c1 | 1 | 16 | 12 | -10 | 2 | -2 | 16
67 | COC(=O)C1=C(C)NC(=O)NC1c1ccc(-c2ccc(Cl)cc2)o1 (configuration not stated) | 1 | 14 | 20 | 10 | 5 | -3 | .

Screening results: PubChem, Broad Institute
